# RORgamma inh – qHTS for inhibitors of ROR gamma transcriptional activity; AID 2551, 2010; Drosophila S2 Gal4-RORgamma UAS-luciferase reporter, 20 h; 5.4% of 310,000 active; Nuclear receptor ROR-gamma (Mus musculus), P51450; Potency, µM (series often up to 53.6 µM), for the others: at the highest dose activity change, negative = inhibition, hits mostly inhibitors; further: potency means the concentration at half of the fitted maximal effect; on the % scale 0 is the no-effect control and ±100 the full control effect; nearly all actives have a fitted effect of over 60% in size
#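 Stably transfected Drosophila Schneider cells are the test system, with ROR gamma fused to Gal4 and luciferase under UAS control; luminescence is read after 20 hr of 700 uM copper sulfate induction at ambient temperature.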
# Menin MLL FP TR – qHTS Assay for Inhibitors Targeting the Menin-MLL Interaction in MLL Related Leukemias: Competition With Texas Red Labeled MLL-derived Mutant Peptide | Potency, µM (titrated, usually from 61.6 µM), without a hit: at the top dose FP activity change, negative = inhibition, hits mostly inhibitors | AID 1768, 2009 | 0.23% of 270,000 active | O00255 | Menin + Texas Red MLL mutant peptide, fluorescence polarization; active means well fitted inhibition curve with a large enough effect in the polarisation, with a control signal flat, not every such curve was filed as active; inconclusive means small, poorly fitted or top-dose-only effect, or effect the other way, or a change in a side signal; inactive means no such curve, though single readings can be large or run the other way; the % refers to the polarisation; further: potency means the concentration at half of the fitted maximal effect; % of control where 0% means no effect; many of its hits are not listed in these tables
# VP16 counter – VP16 counterscreen qHTS for inhibitors of ROR gamma transcriptional activity. Potency, µM (doses to about 53.6 µM), for the others: top-dose activity, negative = inhibition, usual class: inhibitors. 3.5% of 310,000 active. Drosophila S2 Gal4-VP16 UAS-luciferase, luminescence, 20 h. AID 2546, 2010;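 further: Gal4-VP16 expression switched on by copper sulfate through the metallothionein promoter; potency means the concentration at half of the fitted maximal effect; on the % scale 0 is the no-effect control and ±100 the full control effect; nearly all actives have a fitted effect of over 50% in size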
# PKM2 activator – qHTS Assay for Activators of Human Muscle isoform 2 Pyruvate Kinase | Potency, µM (doses to about 57.5 µM), for inactives: at the top dose activation, most hits filed as activators | Pyruvate kinase PKM (Homo sapiens), P14618 | AID 1631, 2009 | 0.34% of 260,000 active | purified PKM2, Kinase-Glo ATP luminescence, activation; response scale: 0% is enzyme alone, no compound; further: potency means the concentration at half of the fitted maximal effect; on the % scale 0 is the no-effect control and ±100 the full control effect; nearly all actives have a fitted effect of over 55% in size
# Target sequence (P14618 whole entry, looked up, canonical isoform): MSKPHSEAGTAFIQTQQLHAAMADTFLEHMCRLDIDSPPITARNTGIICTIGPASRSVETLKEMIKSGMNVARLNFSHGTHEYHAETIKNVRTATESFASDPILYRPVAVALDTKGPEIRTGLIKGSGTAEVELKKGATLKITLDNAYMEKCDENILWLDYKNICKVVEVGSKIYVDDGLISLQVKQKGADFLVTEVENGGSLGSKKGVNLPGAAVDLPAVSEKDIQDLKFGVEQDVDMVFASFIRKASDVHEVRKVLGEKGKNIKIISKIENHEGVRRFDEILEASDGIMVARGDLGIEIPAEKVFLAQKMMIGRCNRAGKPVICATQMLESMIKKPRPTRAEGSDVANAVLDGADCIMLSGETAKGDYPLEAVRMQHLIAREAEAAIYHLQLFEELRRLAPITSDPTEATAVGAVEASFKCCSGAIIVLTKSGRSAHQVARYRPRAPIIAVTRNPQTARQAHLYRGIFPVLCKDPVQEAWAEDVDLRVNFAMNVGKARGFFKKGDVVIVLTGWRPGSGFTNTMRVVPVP
#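 Purified hPK-M2 (>95%) run at intermediate activity with 0.1 mM ADP and 0.5 mM PEP in 50 mM imidazole pH 7.2, KCl, MgCl2; 1 h room temperature. ATP formed read by Kinase-Glo luminescence; normalized to uninhibited and no-enzyme controls.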
# KCNH2 3.1 block – qHTS for Inhibitors of KCHN2 3.1: Mutant qHTS | U2OS KCNH2 3.1, thallium flux FluxOr; stronger effect = lower value | activity change, % (tested at about 1.8 µM) | 0.95% of 340,000 active;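 active means maximum activity change below -70%; inconclusive means maximum activity change from -70% to -50%; inactive means maximum activity change above -50%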;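 further: thallium influx rate constant from kinetic fluorescence after stimulation buffer; on the % scale 0 is the no-effect control and ±100 the full control effect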
#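 Steps: virus added to U2OS suspension (4 h, RT, dark); medium with 10% FBS added, cells plated, 37 C overnight; FluxOr/Red40 loading buffer 45 min RT; stimulation buffer, 2 min kinetic read; rate constant normalized.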
# FLuc modulator – qHTS profiling assay for firefly luciferase inhibitor/activator using purifed enzyme and Km concentrations of substrates (counterscreen for miR-21 project) | Luciferin 4-monooxygenase (Photinus pyralis), P08659 | purified FLuc, Km substrates, luminescence inhibition | Potency, µM (top dose mostly 57.5 µM), for inactives: at the highest dose activity change, negative = inhibition, usual class: inhibitors | 6.9% of 360,000 active | AID 588342, 2011;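 further: potency means the concentration at half of the fitted maximal effect; plate controls were vehicle for no effect and reference inhibitor for full effect; nearly all actives have a fitted effect of over 55% in size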
# Target sequence (P08659 whole entry, looked up): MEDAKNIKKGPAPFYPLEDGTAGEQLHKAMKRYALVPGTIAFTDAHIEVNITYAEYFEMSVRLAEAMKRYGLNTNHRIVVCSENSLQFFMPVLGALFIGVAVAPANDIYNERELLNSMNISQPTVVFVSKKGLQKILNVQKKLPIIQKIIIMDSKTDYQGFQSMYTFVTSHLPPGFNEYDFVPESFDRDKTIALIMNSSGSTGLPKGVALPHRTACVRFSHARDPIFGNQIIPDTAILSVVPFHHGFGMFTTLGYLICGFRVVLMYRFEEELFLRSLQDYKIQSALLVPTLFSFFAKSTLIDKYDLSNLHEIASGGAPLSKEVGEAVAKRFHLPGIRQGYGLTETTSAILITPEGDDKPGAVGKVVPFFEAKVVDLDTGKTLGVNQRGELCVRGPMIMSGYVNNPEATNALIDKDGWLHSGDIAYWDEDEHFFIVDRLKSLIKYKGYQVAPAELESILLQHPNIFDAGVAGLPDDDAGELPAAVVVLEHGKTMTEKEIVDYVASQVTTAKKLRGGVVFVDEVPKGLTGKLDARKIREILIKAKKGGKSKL
#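 Purified P. pyralis luciferase, 10 nM final, with Km-level 10 uM D-luciferin and 10 uM ATP in 50 mM Tris acetate pH 7.5, 10 mM Mg acetate, 0.01% Tween-20, 0.05% BSA; 6-point qHTS titration about 60 µM downward; luminescence read.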
# Mito fusion yeast – qHTS Assay for Small Molecule Inhibitors of Mitochondrial Division or Activators of Mitochondrial Fusion | Potency, µM (highest dose often 46.1 µM), inactives show at the top dose growth rescue (activation), hits mostly activators | AID 485298, 2010 | 0.23% of 320,000 active | S. cerevisiae fusion-defective mutant growth rescue, CellTiterGlo 48 h;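 further: potency means the concentration at half of the fitted maximal effect; % of control where 0% means no effect; nearly all actives have a fitted effect of over 45% in size; temperature-sensitive fusion mutants such as fzo1-1 at 37 °C on non-fermentable ethanol glycerol medium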
#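 Yeast fusion mutant, YPEG (non-fermentable carbon), compound, 48 h at 37C non-permissive; CellTiterGlo added, 10 min RT, luminescence read. Rescued growth = division inhibition.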
# NPC1 prom act – qHTS Assay for NPC1 Promoter Activators | Huh7 NPC1 promoter luciferase reporter, 24 h | Potency, µM (titrated, usually from 9.22 µM), without a hit: at the highest dose activation, actives largely listed as activators | 2.4% of 320,000 active | AID 485313, 2010;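 further: potency means the concentration at half of the fitted maximal effect; % of control where 0% means no effect; nearly all actives have a fitted effect of over 60% in size; reporter is driven by a mutant NPC1 promoter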
#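 Luminescence read-out of NPC1 promoter-driven luciferase in stably transfected Huh7 cells; compounds delivered in DMSO and left 24 h at 37C, 5% CO2, qHTS titration format.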
# Rab9 promoter act – qHTS Assay for Rab9 Promoter Activators; Huh7 Rab9 promoter-luciferase reporter, luminescence, 24 h; Potency, µM (titrated, usually from 9.22 µM), for the others: at the top dose activation, negative = inhibition, usual class: activators; 2.8% of 320,000 active; AID 485297, 2010; further: potency means the concentration at half of the fitted maximal effect; % of control where 0% means no effect; nearly all actives have a fitted effect of over 60% in size
#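 Cell-based reporter: Huh7 stable for Rab9 promoter-driven luciferase, plated in reduced-serum medium with 10% FBS at 1500 cells/well, compound-treated 24 h at 37 °C, luminescence read after 10 min reagent.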
# ELG1 repair inh – qHTS screen for small molecules that inhibit ELG1-dependent DNA repair in human embryonic kidney (HEK293T) cells expressing luciferase-tagged ELG1 | Potency, µM (titrated, usually from 46.1 µM), without a hit: at the highest dose activity change, negative = inhibition, most hits filed as inhibitors | 2.3% of 330,000 active | HEK293T ELG1-luciferase reporter, luminescence, 16 h; DNA damage induced by 5-fluorouridine; further: potency means the concentration at half of the fitted maximal effect; on the % scale 0 is the no-effect control and ±100 the full control effect; nearly all actives have a fitted effect of over 55% in size
#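 Overnight (16 hr) co-exposure of 2,000 cells/well to 5-fluorouridine and compound at 37 °C preceded detection. Luciferase was quantified via ONE-Glo luminescence; loss of signal denotes inhibition.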
# MBNL1-CUG inh – qHTS Assay for Inhibitors of MBNL1-poly(CUG) RNA binding; Muscleblind-like protein 1 (Homo sapiens), Q9NR56; TR-FRET MBNL1-His/biotin-(CUG)12 binding, 665/545 ratio; Potency, µM (doses to about 57.5 µM), for the others: at the highest dose activity change, negative = inhibition, hits mostly inhibitors; 0.036% of 280,000 active; AID 2675, 2010; active means well fitted inhibition curve with a large enough effect in the signal ratio, with a control signal flat, not every such curve was filed as active; inconclusive means small, poorly fitted or top-dose-only effect, or effect the other way, or a change in a side signal; inactive means no such curve, though single readings can be large or run the other way; the % refers to the signal ratio; further: potency means the concentration at half of the fitted maximal effect; on the % scale 0 is the no-effect control and ±100 the full control effect
#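 TR-FRET between His-tagged MBNL1 and biotin-(CUG)12 RNA, detected with Tb anti-His antibody (0.055 ng/ul) and streptavidin-XL665 (5 nM), 60 min at room temperature. Compounds titrated 92 nM to 58 uM; 665/545 nm ratio normalized to buffer and complex controls.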
# An asterisk follows results filed as active; ? = inconclusive; / = not tested or not shown; & = joins results of further samples; [ ] = dose if it differs, or a comment. Unless noted, the call rests on the fitted dose curve; in most records, active means well fitted curve in the direction sought with a large enough effect; inconclusive means small, poorly fitted or top-dose-only effect, or another doubt; inactive means no such curve, though single readings can be large; an effect the other way counts as inactive or inconclusive.
SMILES,RORgamma inh,Menin MLL FP TR,VP16 counter,PKM2 activator,KCNH2 3.1 block,FLuc modulator,Mito fusion yeast,NPC1 prom act,Rab9 promoter act,ELG1 repair inh,MBNL1-CUG inh
CCOC(=O)CNC(=O)Nc1cc(C(C)(C)C)nn1-c1ccccc1,7%[10 µM],-7%,0%,3%,9,6%,6%,-2%,-9%,-16%,11%
CN(C)C(=S)c1ccc2ccccc2n1,-3%,0%,2%,-1%,-1,-2%,0%,-6%,-2%,29%,-10%
CCc1ccc(NC(=O)CSc2nnc(-c3n[nH]c4ccccc34)n2-c2ccccc2)cc1,-16%,-16%,-24%,0%,-12,4%,-5%,-2%,-4%,2%,282%[activator]
C#CCn1c(O)c(N=NC(=O)CNC(=O)/C=C/c2ccccc2)c2ccccc21,15%,-5%,-4%,/,5,-9%,1%,-2%,-1%,?,?
Cc1ccc(Cl)cc1-n1c(SCC(=O)NCCC2=CCCCC2)nc2n[nH]c(C)c2c1=N,?,?,?,/,5,4%,-5%,-4%,-2%,3%,5%
Cc1cc(C)c(-c2nc3ccccc3s2)[nH]1,-1%,-14%,?,-8%,1,4.8µM*,2%,4%,9%,?,32%[activator]
O=C(COC(=O)c1cc2c(s1)CCCC2)NCc1ccccc1Cl,-23%,-4%,-17%,-1%,10,4%,16%,-2%,-3%,2%,-2%
Cc1ccc2cc(CN(Cc3ccc4c(c3)OCO4)Cc3nnnn3Cc3ccco3)c(=O)[nH]c2c1,-20%,2%,14%,18%,-19,-2%,9%,2%,2%,?,?
O=C(COC(=O)c1c[nH]c(=O)[nH]c1=O)Nc1cccc([N+](=O)[O-])c1,/,/,/,/,-7,-1%,-4%,0%,3%,19%,/
O=c1c2cccnc2n(-c2ccccc2)n1Cc1ccc(Cl)cc1,-2%,16%,5%,-1%,4,4%,-19%,-1%,2%,7%,-6%
COc1cccc(/C=N/NC(=O)C(C)Sc2ccccc2)c1 (stereo not given),49%,13%,-10%,0%,18,-3%,-6%,1%,0%,-1%,-1%
CCc1ccc(NC(=O)NCc2cccnc2)cc1,-20%,0%,4%,0%,-7,-9%,2%,18%,12%,24%,0%
Cc1cccc(C)c1NC(=O)C1=C(O)c2ccccc2N(C)S1(=O)=O,15%,6%,0%,4%,22,-1%,-3%,-3%,-3%,6%,?
COc1ccc(CCNC(=O)CSc2ncn[nH]2)cc1,21%,8%,-3%,-5%,-3,-19%,0%,1%,-4%,15%,-6%
O=C(CSc1ccc(-c2ccco2)nn1)Nc1ccc(F)cc1F,36%,/,8%,0%,-2,?,3%,7%,1%,3%,25%
O=C(Nc1ccnn1C1CCN(Cc2ccccc2)CC1)c1ccccc1Cl,-12%,/,0%,-8%,-90*,6%,-2%,-3%,0%,1%,0%
Cn1nnnc1SCC(=O)Nc1ccc(Br)cc1Cl,27%,-15%,7%,8%,-10,0%,2%,1%,2%,21%,-1%
COc1ccc(NC(=O)Nc2ccc(Cc3ccncc3)cc2)c(OC)c1,13%,31%[activator],?,4%,-2,-1%,-3%,2%,-1%,-16%,-9%
Cc1cc(NC(=O)CCCn2cnc([N+](=O)[O-])n2)no1,7%,14%,14%,-8%,14,-2%,4%,0%,2%,13%,?
Cc1ccc(NC(=O)CSc2nc(=O)cc(N)n2CCc2ccccc2)cc1,5%,-9%,1%,10%,-13,-9%&-9%,-5%,-2%,-1%,11%,-4%
COc1cc(C)c(Cl)cc1S(=O)(=O)n1cnc(C)c1,2%,9%,1%,?,3,7%,-2%,1%,-8%,?,-10%
Cc1ccc(S(=O)(=O)NCc2ccccc2)cc1C(=O)NCCc1ccc(S(N)(=O)=O)cc1,/,/,/,/,0,3%,-7%,-3%,1%,0%,/
CC(NC(=O)COc1ccc(/C=N/NC(=O)C(=O)Nc2ccccc2Br)cc1)c1ccccc1 (stereo not given),-8%,4%,-13%,-3%,-46,-9%,-1%,-4%,0%,-23%,-10%
Cc1sc(NC(=O)C2=COCCO2)c(C#N)c1C,/,/,/,/,6,?,3%,?,?,?,/
COc1cc(/C=C(\NC(C)=O)C(=O)N2CCCCC2)ccc1OC(C)=O,15%,-2%,4%,4%,4,3%,0%,0%,-3%,-4%,-8%
COc1ccccc1CN1CCNC(=O)C1CC(=O)NCc1csc(C)n1 (stereo not given),25%,-2%,0%,11%,-1,0%,-2%,0%,-1%,13%,-5%
CCOc1ccc(Br)cc1S(=O)(=O)NCCN(C)C,-10%,-6%,3%,0%,5,4%,1%,/,/,/,0%
CCOC(=O)Nc1c(Cl)n(C)c(=O)n(C)c1=O,28%,-5%,3%,-2%,-4,2%,1%,-4%,0%,-5%,2%
CCOC(=O)CNC(=O)CSc1nnnn1-c1ccc(C)c(C)c1,7%,-9%,3%,0%,5,7%,3%,-2%,-6%,2%,3%
Cc1ccc(C(=O)NCC(=O)OCCOc2ccccc2Cl)cc1,/,/,/,/,1,?,-21%,3%,23%,?,/
CCC(C)(C(=O)NC1CCCCC1)N(CC1CCCO1)C(=O)c1ccccn1 (stereo not given),1%,7%,1%,-4%,2,7%,3%,1%,-1%,28%,-1%
COc1ccc(OC)c(NC(=O)C(CC(=O)O)NCc2ccco2)c1 (stereo not given),0%,-13%,-15%,1%,-1,1%,0%,-1%,7%,2%,-9%
O=C1COc2ccc(S(=O)(=O)N3CCN(c4cccc(Cl)c4)CC3)cc2N1,-39%,/,-16%,/,1,0%,3%,-8%,2%,0%,-4%
O=c1[nH]c(/C=C/c2cccc3ccccc23)nc2ccccc12,25%,17%,8%,-4%,-4,-3%,2%,18%,?,?,0%
CCNc1ccc(S(=O)(=O)N(C)C)cc1NCC(=O)Nc1ccccc1Br,1%,-19%,-19%,?,-10,-3%,6%,0%,-1%,4%,-3%
Cc1cc(COC(=O)C2N3C(=O)[C@@H](NC(=O)COc4ccccc4)[C@H]3SC2(C)C)on1 (stereo not given in full),-13%,2%,0%,0%,-3,3%,4%,2%,-2%,-10%,-3%
Cc1cc(NC(=O)c2noc3c2CCCCC3)nn1Cc1ccc(Cl)cc1,17%,-11%,-12%,-3%,-13,13µM*,2%,-4%,-3%,1%,-12%
CCOC(=O)c1sc2nc(NC(=O)C(C)(C)C)sc2c1C,?,1%[11.7 µM],?,-16%,-6,2.7µM*,19%,0.89µM*,1.3µM*,?,33%[activator]
CN(C)c1ccc(/C=N/NC(=O)CN2CCCCC2)cc1Br,-3%,-15%,-2%,4%,-43,-15%,1%,-6%,1%,-19%,5%
CCN1CNC(=S)N(Cc2ccccc2)C1,16µM*,7%,?,-4%,3,1%,-14%,-2%,1%,11%,-7%
Cc1ccc(C(O)c2ccncc2)cc1 (stereo not given),23%,-11%,-6%,-3%,20,3%,1%,-1%,-1%,8%,-2%
CC(NC(=O)c1ccccc1)c1nc2ccccc2n1Cc1ccc(C#N)cc1 (stereo not given),-1%,0%,1%,-1%,-12,7%,1%,-4%,-3%,-4%,-1%
O=C(CCc1nnc(C2CCCCC2)o1)NCc1cccc(-n2cccn2)c1,6%,-26%,-1%,-2%,8,2%,2%,0%,2%,-8%,-6%
CCOc1ccc(Oc2nc(NCC(C)C)nc(OC)n2)nn1,-32%,-2%,4%,0%,17,1%,-3%,-1%,-1%,?,4%
O=C(CS(=O)(=O)c1ccccc1)Nc1nnc(Cc2ccccc2)s1,?,10%,5%,-1%,8,0%,-3%,-6%,0%,-5%,3%

# Screening data from PubChem BioAssay.

# The list is partial, so the mix of outcomes need not match the whole.
